Screening data as filed in PubChem.
Giardia killer: Small Molecules that selectively kill Giardia lamblia: qHTS; AID 540267, 2011; 340,000 tested, 0.15% active; Giardia lamblia trophozoite viability; activity change, % at 7.66 µM, hits read low; in the data active means activity change below about -80%; inconclusive means between about -30% and that limit;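 further: parasites exposed to compound for two days anaerobically before the ATP read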
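Giardia lamblia trophozoites (100 cells/well) were incubated with compounds for 48 h at 37 deg C under anaerobic conditions. Viability was read as ATP content by one-step luminescence after 15-30 min at room temperature.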
KCNH2 3.1 inh: qHTS for Inhibitors of KCHN2 3.1: Mutant qHTS. 340,000 tested, 0.95% active. activity change, % (tested at about 1.8 µM). U2OS KCNH2 3.1, thallium flux FluxOr; hits give low values. Potassium voltage-gated channel subfamily H member 2, brain isoform KCNH2 3.1 (human). AID 720553, 2013;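 active means maximum activity change below -70%; inconclusive means maximum activity change from -70% to -50%; inactive means maximum activity change above -50%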;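 further: thallium influx rate constant from kinetic fluorescence after stimulation buffer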
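Normalized rate constant (relative to positive and negative DMSO controls) derived from a 2 min kinetic fluorescence read after stimulation; U2OS cells expressing the 3.1 isoform via virus at 1.77 x 10^8 /mL.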
B2AR arrestin: qHTS assay of beta-arrestin-biased ligands of beta2-adrenergic receptor; Beta-2 adrenergic receptor (Homo sapiens), P07550; beta-arrestin recruitment to beta2AR, cell-based reporter; Potency, µM (top dose mostly 46.1 µM), for inactives: top-dose activation, most hits filed as activators; 330,000 tested, 0.02% active; AID 492947, 2010;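 further: potency means the concentration at half of the fitted maximal effect; 0% = DMSO controls and full agonism = EC100 isoproterenol or metaproterenol; nearly all actives have a fitted effect of over 65% in size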
PKM2 act: qHTS Assay for Activators of Human Muscle isoform 2 Pyruvate Kinase | Pyruvate kinase PKM (Homo sapiens), P14618 | purified PKM2, Kinase-Glo ATP luminescence, activation; response scale: 0% is enzyme alone, no compound | Potency, µM (doses to about 57.5 µM), for the others: top-dose activation, most hits filed as activators | 260,000 tested, 0.34% active | AID 1631, 2009; further: potency means the concentration at half of the fitted maximal effect; nearly all actives have a fitted effect of over 55% in size
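Purified hPK-M2 (>95%) run at intermediate activity with 0.1 mM ADP and 0.5 mM PEP in 50 mM imidazole pH 7.2, KCl, MgCl2; 1 h room temperature. ATP formed read by Kinase-Glo luminescence; normalized to uninhibited and no-enzyme controls.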
USP2a inh: qHTS Assay for Inhibitors of Ubiquitin-specific Protease USP2a Using CHOP2 as the Reporter. Ubiquitin carboxyl-terminal hydrolase 2 (Homo sapiens), O75604. USP2 core, Ub-CHOP2 coupled fluorogenic reporter, 485/531. Potency, µM (doses to about 38.3 µM), for the others: top-dose activity change, negative = inhibition, actives largely listed as inhibitors. 330,000 tested, 0.01% active. AID 463254, 2010;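 further: potency means the concentration at half of the fitted maximal effect; plate controls were DMSO wells for no effect and full inhibition by NEM control for full effect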
Target sequence (O75604 whole entry, looked up): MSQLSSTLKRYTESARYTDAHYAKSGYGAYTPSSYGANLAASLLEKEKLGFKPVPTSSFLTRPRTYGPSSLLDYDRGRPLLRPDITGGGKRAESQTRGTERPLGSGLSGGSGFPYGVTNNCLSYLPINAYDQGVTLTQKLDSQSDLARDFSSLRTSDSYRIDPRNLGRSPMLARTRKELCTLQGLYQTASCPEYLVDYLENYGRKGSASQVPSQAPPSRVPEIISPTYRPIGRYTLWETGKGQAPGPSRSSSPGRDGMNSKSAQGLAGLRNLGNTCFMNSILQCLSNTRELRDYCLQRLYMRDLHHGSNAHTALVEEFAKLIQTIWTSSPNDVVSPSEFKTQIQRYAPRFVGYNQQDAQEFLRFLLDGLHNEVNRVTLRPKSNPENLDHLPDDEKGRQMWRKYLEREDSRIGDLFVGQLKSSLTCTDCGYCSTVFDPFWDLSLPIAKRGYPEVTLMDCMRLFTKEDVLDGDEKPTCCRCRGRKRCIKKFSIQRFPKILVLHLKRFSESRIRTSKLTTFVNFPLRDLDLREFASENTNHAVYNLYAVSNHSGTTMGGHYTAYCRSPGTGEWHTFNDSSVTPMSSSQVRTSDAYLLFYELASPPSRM
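Cell-free coupled assay: 10nM USP2 core preincubated 30min RT with compound in Tris-HCl pH 8.0/CaCl2/CHAPS buffer, then 25nM Ub-CHOP2 and 25nM reporter substrate; fluorescence (Ex 485/Em 531) read after 60min RT, normalized to NEM inhibition, concentration-response curves fitted.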
GALK inh: qHTS Assay for Inhibitors of Human Galactokinase (GALK). P51570. Purified GALK, Kinase-Glo residual ATP luminescence. Potency, µM (series often up to 57.5 µM), for inactives: top-dose activity change, negative = inhibition, actives largely listed as inhibitors. 270,000 tested, 0.007% active; further: potency means the concentration at half of the fitted maximal effect
Target sequence (P51570 whole entry, looked up): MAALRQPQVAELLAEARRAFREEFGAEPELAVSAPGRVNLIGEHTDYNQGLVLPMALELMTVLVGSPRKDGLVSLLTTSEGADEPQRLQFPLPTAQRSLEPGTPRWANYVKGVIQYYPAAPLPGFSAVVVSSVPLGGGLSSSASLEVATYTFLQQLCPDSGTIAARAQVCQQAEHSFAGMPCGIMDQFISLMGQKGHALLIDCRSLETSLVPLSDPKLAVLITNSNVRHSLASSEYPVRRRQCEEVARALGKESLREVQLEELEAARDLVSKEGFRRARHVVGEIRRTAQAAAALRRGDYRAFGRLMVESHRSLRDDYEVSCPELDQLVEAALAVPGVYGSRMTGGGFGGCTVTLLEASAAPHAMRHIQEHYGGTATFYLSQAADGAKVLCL
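Luminescence from leftover ATP (Ultra-Glo luciferase/luciferin) served as read-out after a 1 h room-temperature reaction of 5 nM GALK with 35 uM ATP and 100 uM galactose.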
uPA generation: qHTS for Inhibitors of Cell Surface uPA Generation | cell surface uPA generation assay, qHTS | Potency, µM (titrated, usually from 38.3 µM), inactives show top-dose activity change, negative = inhibition, most hits filed as inhibitors | 330,000 tested, 0.31% active; active means well fitted inhibition curve with a large enough effect; inconclusive means small, poorly fitted or top-dose-only effect; inactive means no such curve, though single readings can be large or run the other way; tested in mouse RAW 264.7 cells; further: potency means the concentration at half of the fitted maximal effect; nearly all actives have a fitted effect of over 55% in size
BCR signal inh: qHTS Assay to Find Inhibitors of Chronic Active B-Cell Receptor Signaling | 340,000 tested, 0.05% active | Potency, µM (titrated, usually from 46.1 µM), for inactives: top-dose ratio change, negative = lower green/red ratio, most hits filed as inhibitors | ABC-DLBCL IkBa-CBG/CBR reporter, luminescence ratio, 4 h; active means well fitted inhibition curve with a large enough effect in the signal ratio, with a control signal flat, not every such curve was filed as active; inconclusive means small, poorly fitted or top-dose-only effect, or effect the other way, or a change in a side signal; the % refers to the signal ratio;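 further: potency means the concentration at half of the fitted maximal effect; plate controls were basal doxycycline-induced cells for no effect and cells given 10 µM MG132 for full effect; MG132 reads +100%, hits lower the ratio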
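Concentration-response series (up to 46 uM) were applied to TMD8 dual-reporter cells for 4 h at 37C with doxycycline. Green/red ratio, after filter-overlap correction, defined %Activity; red signal alone was normalised to basal cells and zero luminescence.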
Eya2 phos inh: qHTS Assay for Inhibitors of the Phosphatase Activity of Eya2 | Protein phosphatase EYA2 (Homo sapiens), O00167 | AID 488837, 2010 | 330,000 tested, 0.006% active | recombinant Eya2, OMFP fluorescence dephosphorylation (OMFP is methylfluorescein phosphate) | Potency, µM (series often up to 76.9 µM), for inactives: at the top dose activity, negative = inhibition, most hits filed as inhibitors; further: potency means the concentration at half of the fitted maximal effect
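Eya2 protein (added as 0.2 uM solution) was preincubated with compound for 10 min at ambient temperature in 50 mM HEPES pH 7.5, 50 mM NaCl, 5 uM MgCl2, 0.05% BSA, 1 mM DTT. OMFP (added at 50 uM) then reacted 10 min; fluorescence read at 485/525 nm.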
KCNH2 WT inh: qHTS for Inhibitors of KCHN2 3.1: Wildtype qHTS; Voltage-gated inwardly rectifying potassium channel KCNH2 (Homo sapiens), Q12809; U2OS, BacMam KCNH2, thallium flux FluxOr; hits give low values; activity change, % at 1.84 µM; 340,000 tested, 0.37% active;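 active means maximum activity change below -70%; inconclusive means maximum activity change between -70% and -50%; inactive means maximum activity change above -50%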
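U2OS cells were transduced with wild-type KCNH2 virus (2.03 x 10^8 / mL) for 4 h at room temperature, then cultured overnight at 37 C. Thallium flux was read with FluxOr dye. Rate constants were normalized to DMSO controls.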
Coupling enz: qHTS Assay for Inhibitors of Fructose-1,6-bisphosphate Aldolase from Giardia Lamblia: Coupling assay counterscreen | AID 2472, 2010 | coupling enzyme system counterscreen, AmpLite Red fluorescence | activity change, negative = inhibition, % at 58.2 µM, hits read low | 290,000 tested, 0.67% active; in the data active means activity change below about -30%
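Activity here indicates interference with the coupling reaction, not aldolase inhibition. Compounds at 57.5 uM final met coupling enzymes for 10 min at RT; substrate and AmpLite Red detection followed, with a 525/598 nm fluorescence read after 20 min.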
* hit, by the source's call; i = inactive; ? = inconclusive; / = no result given; & = joins results of further samples; [ ] = another dose, or the depositor's remark. Unless noted, the call rests on the fitted dose curve; in most records, active means well fitted curve in the direction sought with a large enough effect; inconclusive means small, poorly fitted or top-dose-only effect, or another doubt; inactive means no such curve, though single readings can be large; an effect the other way counts as inactive or inconclusive. Unless noted, on the % scale 0 is the no-effect control and ±100 the full control effect.

smiles	Giardia killer	KCNH2 3.1 inh	B2AR arrestin	PKM2 act	USP2a inh	GALK inh	uPA generation	BCR signal inh	Eya2 phos inh	KCNH2 WT inh	Coupling enz
COc1cccc(CC2(CO)CCCN(Cc3cn[nH]c3-c3ccc(F)cc3)C2)c1 (stereo unspecified)	-2	9	-0.6%	-23%	8%	0%	-2%	7%	4%	14	2
Cn1cccc1/C=N/n1c(-c2ccc(C(C)(C)C)cc2)n[nH]c1=S	14	-4	-0.4%	10%	4%	2%	13%	?	-6%	-1	/
O=S(=O)(c1ccc(F)cc1)N1CCCN(c2nccc(C(F)(F)F)n2)CC1	-1	-9	-0.9%	3%	4%	/	8%	3%	-1%	0	0
O=C(CSc1ccc2ccccc2n1)N/N=C/c1ccccc1O	13	3	-1.1%	/	2%	/	?	?	9%	-22	2
COc1ccc(OC)c(-c2cc(C(=O)NCc3cccs3)no2)c1	9	6	0.3%	1%	-6%	2%	5%	?	-5%	11	-1
O=C(C1CCN(c2nnc(-n3cccc3)s2)CC1)N1CCN(c2cccc(C(F)(F)F)c2)CC1	-7	-30	0.7%	-1%	4%	0%	-7%	6%	-21%	9	2
N#Cc1c(N2CCOCC2)nc(-c2ccco2)c2c1CCCC2	18	7	-0.6%	12%	3%	1%	-1%	8%	2%	-3	11
COc1ccccc1-c1nnc(NC(=O)C2=COCCO2)o1	17	1	-0.9%	-7%	1%	-3%	-8%	-1%	-5%	0	-3
CC(C)c1ccc(NC(=O)C(c2ccccc2)N2CCOCC2)cc1 (stereo unspecified)	7	24	-0.3%	2%	0%	1%	15%	?	5%	3	-1
Cc1cccc(C)c1NC(=O)C[N+](C)(C)CC(O)COc1cccc2ccccc12 (stereo unspecified)	-17	1	-0.2%	6%	-2%	1%	-4%	?	13%	-5	0
O=C(Nc1cccc(Cl)c1)ON=C1c2ccccc2-c2ccccc21	-1	0	0.3%	0%	-5%	0%	6%	-6%	-6%	-2	-1
O=C(CSc1nnc(-c2ccncc2)o1)Nc1ccccc1Cl	-1	/	-0.1%	-2%	-1%	-2%	-2%	-16%	-11%	-1	1
CC(C)Sc1nnc(SCC(=O)N(C)C2CCS(=O)(=O)C2)s1 (stereo unspecified)	-13	-5	0.1%	/	0%	/	2%	0%	11%	0	/
Oc1ccccc1-c1cc(-c2ccco2)[nH]n1	-14	-2	-0.4%	-9%	2%	0%	/	?	-12%	0	-8
COc1cc(-c2cc(=O)c3ccccc3o2)ccc1O	?	-6	-0.1%	0%	-2%	14%	?	?	15%	-3	-4&2
O=P(c1ccccc1)(c1ccccc1)c1nc(-c2ccc(Cl)cc2)oc1N1CCOCC1	11	-8	-0.3%	-3%	-14%	3%	-25%	11%	-18%	4	-1
Cc1cc(C2=NNC(=NC3CC3)SC2)c(C)n1-c1ccccc1F	?	-6	-0.7%	2%	1%	4%	1.6µM*	-1%	4%	2	1
CC(Oc1cccc(Cl)c1)C(=O)Nc1cc(S(=O)(=O)N2CCOCC2)ccc1N1CCCCC1 (stereo unspecified)	14	-8	-0.1%	/	1%	/	-12%	3%	-10%	-9	/
COc1ccc(Nc2nnc(SCC(=O)N3CC(=O)Nc4ccccc43)s2)cc1	4	22	-0.4%	-11%	-3%	2%	-3%	8%	7%	-2	-5
Cc1ccc(CNC(=O)C(CC(C)C)OC(=O)c2ccco2)cc1 (stereo unspecified)	2	12	0.1%	-1%	3%	16%	3%	16%	-9%	5	1

Given with two lines to a compound: part of the list above.
Value order – Giardia killer	KCNH2 3.1 inh	B2AR arrestin	PKM2 act	USP2a inh	GALK inh	uPA generation	BCR signal inh	Eya2 phos inh	KCNH2 WT inh	Coupling enz
- COc1ccc(OC)c(-c2cc(C(=O)NCc3cccs3)no2)c1
 : 9	6	0.3%	1%	-6%	2%	5%	?	-5%	11	-1
- O=C(C1CCN(c2nnc(-n3cccc3)s2)CC1)N1CCN(c2cccc(C(F)(F)F)c2)CC1
 : -7	-30	0.7%	-1%	4%	0%	-7%	6%	-21%	9	2
- N#Cc1c(N2CCOCC2)nc(-c2ccco2)c2c1CCCC2
 : 18	7	-0.6%	12%	3%	1%	-1%	8%	2%	-3	11
- COc1ccccc1-c1nnc(NC(=O)C2=COCCO2)o1
 : 17	1	-0.9%	-7%	1%	-3%	-8%	-1%	-5%	0	-3

The list continues.
smiles	Giardia killer	KCNH2 3.1 inh	B2AR arrestin	PKM2 act	USP2a inh	GALK inh	uPA generation	BCR signal inh	Eya2 phos inh	KCNH2 WT inh	Coupling enz
C=C(C)Cn1c(CCCNC(=O)C(C)(C)C)nc2ccccc21	-4	1	-0.3%	-22%	0%	-2%	5%	?	-7%	5	-2
CCCCSc1cc(C)nc2ncnn12	-1	-7	0.0%	-5%	-1%	5%	5%	2%	9%	-19	1
CC(NC(=O)c1cc(-c2ccncc2)nc2ccc(Br)cc12)C1CCCO1 (stereo unspecified)	5	19	0.0%	3%	0%	0%	-5%	2%	-9%	-6	1
Cc1cc2ccccn2c1C(=O)c1ccccc1Br	6	36	-0.7%	-12%	0%	0%	-9%	?	0%	-4	-4
CC(C)(CC(=O)OCC(=O)Nc1ccccc1F)CC1=NS(=O)(=O)c2ccccc2N1	-7	15	0.7%	/	4%	6%	0%	-4%&-3%	4%	-6	/
COc1cccc(CN2CCN(Cc3cc4ccccc4[nH]3)CC2CCO)c1 (stereo unspecified)	-6	-4	-0.4%	-8%	0%	0%	2%	?	-28%	-8	-1
CSC1=NCCN1C(=O)c1ccc(C)cc1	8	3	-0.3%	12%	-1%	-2%	-2%	3%	-4%	3	1
CCc1ccc(C(C)NC(=O)c2ccc(F)cc2)cc1 (stereo unspecified)	11	6	-0.3%	0%	1%	2%	0%	4%	-14%	-4	0
CCc1ccc(-c2cc(C)no2)cc1S(=O)(=O)NCCN1CCC(C)CC1	-14	-2	-0.7%	-1%[0.46 µM]	1%	-3%	-3%	?	-17%	1	1
COC1CCN(Cc2c(C(=O)N3CCN(C4CCCCC4)CC3)nc3ccccn23)CC1	3	-10	-1.0%	0%	1%	-3%	-4%	-6%	7%	1	/
OC(COCc1ccccc1)CN1CCN(c2ccccc2)CC1 (stereo unspecified)	2	-22	-0.1%	-6%	-1%	1%	1%	-1%	-5%	1	7
CCOC(=O)N1CCN(S(=O)(=O)N(C)C)CC1	-1	4	0.1%	15%	2%	0%	7%	0%	6%	-13	1
CN(Cc1nc2ccc(F)cc2[nH]1)Cc1nc(CC2CC2)no1	-4	-10	-0.1%	-1%	0%	4%	-8%	15%	1%	10	1
O=C1C(Cc2ccc(Br)cc2)SC(=Nc2ccccc2)N1c1ccccc1 (stereo unspecified)	21	-11	?	-2%	-4%	1%	-4%	?	-5%	2	-1
O=S(=O)(c1ccccc1F)N1CCN(c2nc(-c3cccnc3)nc3ccccc23)CC1	-24	-14	-0.1%	/	-2%	/	9%	11%	-5%	-14	/
CCc1ccc(NC(=O)CO/N=C(\C)c2cc3ccccc3o2)cc1	-1	3	-0.9%	4%	0%	1%	1%	-1%	-6%	i	-2
COc1cccc(OC)c1C(=O)Nc1ccc(NC(=O)c2ccco2)cc1	?	-8	-0.2%	-6%	0%	0%	5%	1%	1%	-2	-1
O=C(CSc1nnc(C2CC2)n1C1CC1)c1ccc(F)cc1	-23	-5	-0.6%	/	-1%	/	2%	?	-13%	-2	/
Cc1c(C(=O)NNc2c(Cl)cccc2Cl)n(C)oc1=O	-10	27	-0.5%	9%	-2%	1%	5%	2%	5%	-4	-12
O=C(Nc1ccc(NC(=O)c2ccc(S(=O)(=O)c3ccccc3)cc2)cc1)c1ccccc1	25	-5	0.3%	3%	0%	0%	6%	2%	-1%	-9	4
